Screening data (PubChem)
AID inhibitor: activation induced cytidine deaminase inhibition. 91,000 tested, 0.32% active. AID 1347428. Potency, µM (series often up to 115 µM), for inactives: at the top dose activity change, negative = inhibition, most hits filed as inhibitors. Q9GZX7. AID deamination FRET fluorescence, UDG-coupled, 4 h; note: nearly all actives have a fitted effect of over 25% in size
Target sequence (Q9GZX7 whole entry, looked up): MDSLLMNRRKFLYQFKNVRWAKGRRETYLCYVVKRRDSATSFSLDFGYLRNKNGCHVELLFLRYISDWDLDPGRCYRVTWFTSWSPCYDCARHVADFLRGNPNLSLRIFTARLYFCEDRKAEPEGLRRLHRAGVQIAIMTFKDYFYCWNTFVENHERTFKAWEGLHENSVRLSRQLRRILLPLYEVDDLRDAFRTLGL
UDG counter: counter-screen for AID inhibitors: uracil-DNA glycosylase inhibition | FRET deamination/UDG coupled assay, UDG read, 4 h | Potency, µM (highest dose often 115 µM), without a hit: at the top dose activity change, negative = inhibition, most hits filed as inhibitors | 91,000 tested, 0.14% active; note: nearly all actives have a fitted effect of over 65% in size
The depositor's hits bear a star; ? = inconclusive; [ ] = another dose, or the depositor's remark. Calls come from the whole dose curve; as a rule, active = well fitted curve in the direction sought with a large enough effect; inconclusive = small, poorly fitted or top-dose-only effect, or another doubt; inactive = no such curve, though single readings can be large; an effect the other way counts as inactive or inconclusive. % is set by controls: 0 for no effect and ±100 for the full control effect; potency is the fitted concentration of half-maximal effect. A portion of the library; rates above refer to the full screens.

Preview (three entries):
Sequence of screens: AID inhibitor, UDG counter
CCOc1cccc(C2c3c(oc4ccc(F)cc4c3=O)C(=O)N2CCc2ccc(OC)cc2)c1 (stereo not drawn)
  -12.4%, -3.1%
CCOC(=O)c1ccc2c(c1)N(CC(=O)N(C)c1ccccc1)C(=O)c1ccccc1S2
  12.6%, -3.5%
CCCC(=O)Nc1ccccc1C(=O)OCc1cc(=O)n2nc(C(C)C)sc2n1
  18.1%, 3.5%

The whole of this part, from the start:
Sequence of screens: AID inhibitor, UDG counter
CCOc1cccc(C2c3c(oc4ccc(F)cc4c3=O)C(=O)N2CCc2ccc(OC)cc2)c1 (stereo not drawn)
  -12.4%, -3.1%
CCOC(=O)c1ccc2c(c1)N(CC(=O)N(C)c1ccccc1)C(=O)c1ccccc1S2
  12.6%, -3.5%
CCCC(=O)Nc1ccccc1C(=O)OCc1cc(=O)n2nc(C(C)C)sc2n1
  18.1%, 3.5%
O=C(NCCCN1CCOCC1)c1csc(Nc2ccccc2Cl)n1
  -5.8%, 2.0%
COc1ccc(NC(=O)C2CCN(c3cc(C)nc4c(-c5ccc(Cl)cc5)c(C)nn34)CC2)cc1
  -18.5%, 5.0%
COc1ccccc1NC(=O)c1c(NCc2ccc(OC)c(OC)c2OC)sc2c1CCC2
  102.0%[activator], -6.2%
CCOCCc1nn2c(=O)cc(COC(=O)C3CCCCC3)nc2s1
  9.8%, -0.6%
Cc1ccc(C2=Nc3ccccc3N(CC(=O)NCc3ccc(F)cc3)C(=O)C2)cc1C
  7.2%, -2.0%
Cc1ccc(Nc2c3c(nc4nncn24)CCC3)cc1
  3.0%, -2.7%
CCC1Oc2ccc(C)cc2N(CC(=O)NCc2ccc(OC)cc2)C1=O (stereo not drawn)
  31.5%[activator], 4.0%
Cc1cc2nc(-c3cc(NC(=O)c4cc5ccccc5o4)ccc3Cl)oc2cc1C
  9.7%, -8.8%
Cc1ccc(NC(=O)c2ccc(CN3C(=O)CCn4nc(C)cc43)cc2)c(Cl)c1
  8.4%, ?
COc1ccc2c(c1)c1c(c(=O)n(-c3cccc(Cl)c3)c(=O)n1CC(=O)N1CCCC1)n2C
  19.3%, 8.2%
COc1ccc(N2CCN(c3cc(C)nc4nc(-c5ccc(C)cc5)nn34)CC2)cc1
  13.6%, -0.6%
OCCCNC(=S)Nc1ccc(Br)cc1
  0.8%, 0.3%
NCCCOc1cccc2ccccc12
  6.7%, 6.3%
CC(C)CNC(=O)N1[C@H](c2cccs2)[C@@H](C)C(=O)[C@@H](C)[C@@H]1c1cccs1
  2.3%, 10.1%
CCOC(=O)C1CCN(c2nc3ccccc3nc2Cl)CC1
  2.0%, -9.7%
Nc1nc(CN2CCN(C(=O)c3cc(F)cc(F)c3)CC2)nc2ccccc12
  -4.6%, -1.1%
CCOC(=O)C1=C(CN2CCN(c3ccccc3F)CC2)NC(=O)NC1c1ccc(OC)cc1 (stereo not drawn)
  2.0%, -3.3%
Cc1cc(NC(=O)NCCNc2ccc(C#N)cn2)n(-c2ccccc2)n1
  -4.0%, 0.1%
COc1cccc2cc(C(=O)N(C)CCOc3ccccc3C)c(=O)oc12
  -1.4%, -1.3%
O=C(CSCCSCC(=O)c1ccccc1)c1ccccc1
  -14.0%, -1.6%
FC(F)(F)c1cccc(C=Nc2cccc3c(N=Cc4cccc(C(F)(F)F)c4)cccc23)c1
  37.2%[activator], -6.5%
CCc1nn(CC(=O)NCCN(CC)CC)c(=O)c2cc3occc3n12
  10.7%, -0.8%
Cc1cccc2c(C=O)c(C(C)(C)C)[nH]c12
  -4.1%, -1.9%
N#C/C(=C/c1ccccc1OC(F)F)c1nc2cc(C(F)(F)F)ccc2s1
  27.8%, -13.5%
COc1cc2ncc3c(-c4ccccc4)nn(CC(=O)NC4CCCCC4)c3c2cc1OC
  -16.8%, 42.1%[activator]
COc1ccc(-c2cn3nc(N4CCCC(C(=O)Nc5ccccc5F)C4)sc3n2)cc1 (stereo not drawn)
  -7.9%, -9.0%
CN(C)c1cccc(C(=O)Nc2ccc(-c3ccccc3)cc2)c1
  -1.6%, 4.1%
CCC(=O)Nc1ccc2c3c(cccc13)CC2
  4.5%, 3.0%
COc1ccc(-n2c(=O)c3sc4ccccc4c3n(CC(=O)N3CCCC3)c2=O)cc1
  5.7%, -0.6%
Cc1ccccc1-n1c(SCc2ccc(Cl)cc2)nc2[nH]ncc2c1=O
  ?, -10.7%
Cc1cc2oc(C(=O)NCC(c3cccs3)N3CCOCC3)cc(=O)c2cc1C (stereo not drawn)
  4.3%, -5.7%
COCc1ccccc1C(=O)NCC(O)c1ccccc1C(F)(F)F (stereo not drawn)
  3.0%, 5.5%
Cc1csc2nc(COc3ccccc3NC(=O)c3ccco3)cc(=O)n12
  13.1%, -3.9%
CCOC(=O)Cn1c(CN2CCN(c3ccc(OC)cc3)CC2)nc2c1c(=O)[nH]c(=O)n2C
  5.9%, 8.1%[57.5 µM]
CCN(CC)S(=O)(=O)c1ccc(N/N=C(/C)c2cccs2)c([N+](=O)[O-])c1
  -1.7%, -11.7%
C=CCN1C(=O)S/C(=C\c2cn(CC(=O)OCC)c3ccccc23)C1=O
  21.7%, -7.8%
CCC(NC(=O)C1CC1)C12CC3CC(CC(C3)C1)C2 (stereo not drawn)
  1.7%, 5.4%
c1ccc(C(CNCC2CC2)N2CCCC2)cc1 (stereo not drawn)
  3.8%, 9.6%
CCc1ccccc1NC(=O)Cn1cc2c(n1)CCC(C)C2 (stereo not drawn)
  -11.3%, 2.8%
CCOC(=O)N1CCC(NC(=O)c2cnn(-c3ccc(C)cc3)c2C2CCN(C(=O)OC(C)(C)C)CC2)CC1
  -14.8%, -13.4%
Cc1nc2ccccn2c(=O)c1NC(=O)c1c(F)cccc1F
  2.7%, -1.9%
CCCCn1nnc(NC(=O)COc2ccc(C(C)(C)C)cc2)n1
  -2.3%, -4.7%
COC(=O)c1ccc(CC(Cc2ccc(C(=O)OC)o2)(C(C)=O)C(C)=O)o1
  -13.3%, -10.5%
Cc1oc(-c2nc(C#N)c(N3CCCC3)o2)cc1S(=O)(=O)N(C)C
  -0.3%, -3.6%
N#Cc1cccc(Cn2cnc3c(Cl)cc(Cl)cc3c2=O)c1
  -24.2%, 8.1%
CC(C)OCc1cccc(CNC(=O)CNC(=O)C2CCCC2)c1
  5.1%, 10.1%
CC(=O)c1ccc(N2CCN(C3C(=O)c4ccccc4N3C(C)=O)CC2)cc1 (stereo not drawn)
  159.0%[activator], 34.9%[activator]

The results go on.
Sequence of screens: AID inhibitor, UDG counter
Nc1ncc(S(=O)(=O)NCc2ccc(Cl)cc2)cn1
  6.9%, 8.1%
O=C(COC(=O)c1cccc(-n2cccc2)c1)Nc1c(F)cccc1F
  -2.5%, -2.3%
CCN(C(=O)c1cccs1)c1cccc(C)c1
  -4.8%, 4.2%
C[N+](C)(C)CCOC(c1ccccc1)c1ccccc1
  -3.2%, -2.1%
CCOc1cc(Cn2c(-c3ccc(O)c(OCC)c3)nc3ccccc32)ccc1O
  26.8%, 7.7%
COC(=O)COC(=O)COc1ccccc1Cc1ccccc1
  -7.8%, -2.8%
Cc1oc(-c2nc(C#N)c(NCc3cccnc3)o2)cc1S(=O)(=O)N(C)C
  -8.0%, 2.5%
CSc1nnc2n(-c3cccc(C)c3)c(=O)c3c4c(sc3n12)CCCC4
  -6.6%, 19.2%
Cc1cc(C)cc(NS(=O)(=O)c2ccc(-c3cc(C)no3)s2)c1
  8.3%, -19.9%
Cn1ccc2c(OCC(=O)Nc3ccc([N+](=O)[O-])cc3)cccc2c1=O
  2.4%, 0.9%
COc1cc(NC(=O)CSC2=Nc3ccccc3N=C(c3ccc(F)cc3)C2)cc(OC)c1
  -4.2%, 4.1%
Cc1cc2c(cc1C)CSC(c1cccc([N+](=O)[O-])c1)SC2
  3.2%, 3.8%
Cc1ccc2nc(-c3cccnc3)c(Nc3ccc(C(C)C)cc3)n2c1
  -10.9%, -1.4%
O=C(Nc1c(N2CCCC2)c2ccccc2oc1=O)C1CC1
  3.8%, 6.8%
CCc1nnc2c3ccccc3nc(Nc3ccccc3OC)n12
  -13.4%, -19.2%
O=C(c1ccc2c(c1)N(Cc1ccccc1)C(=O)c1ccccc1S2(=O)=O)N1CCC(Cc2ccccc2)CC1
  4.6%, -4.9%
Cc1cccc(-c2nc3n(CC(=O)N4CCC(C)CC4)c(C)cc(=O)n3n2)c1
  -0.1%, 0.3%
Cc1cc(C)cc(NC(=O)c2ccc3c(c2)NC(=O)CS3)c1
  0.4%, -0.7%
Cc1cccc(N(C)S(=O)(=O)c2c(-c3cccc(F)c3)csc2C(=O)NCc2ccccn2)c1
  -11.7%, 0.6%
Cc1ccc(NC(=O)C(=O)NCC(c2cccnc2)N2CCN(c3ccccc3F)CC2)cc1Cl (stereo not drawn)
  -18.7%, 10.5%

Rewritten as comma-separated lines: part of the list above
Structure,AID inhibitor,UDG counter
Cc1cc2c(cc1C)CSC(c1cccc([N+](=O)[O-])c1)SC2,3.2%,3.8%
Cc1ccc2nc(-c3cccnc3)c(Nc3ccc(C(C)C)cc3)n2c1,-10.9%,-1.4%
O=C(Nc1c(N2CCCC2)c2ccccc2oc1=O)C1CC1,3.8%,6.8%
CCc1nnc2c3ccccc3nc(Nc3ccccc3OC)n12,-13.4%,-19.2%
O=C(c1ccc2c(c1)N(Cc1ccccc1)C(=O)c1ccccc1S2(=O)=O)N1CCC(Cc2ccccc2)CC1,4.6%,-4.9%

The results go on.
Sequence of screens: AID inhibitor, UDG counter
Cc1ccc(NC(=O)c2oc3c(c2C)-c2[nH]ncc2CC3)c(Cl)c1
  ?, -16.8%[57.5 µM]
COc1ccc(Cn2ccc3nc(C)c(C(=O)Nc4cccc(SC)c4)cc3c2=O)cc1
  0.1%, -3.2%
COc1ccccc1N(CC(=O)NCCSCc1ccc(Cl)cc1)S(C)(=O)=O
  -2.1%, 1.4%
CC(C)CSc1nnc(SCC(=O)NCc2ccccc2)s1
  -3.0%, -2.8%
CC(C)(C)OCC(O)CN(CCO)CC(O)Cn1ccc2ccccc21 (stereo not drawn)
  0.1%, 1.4%
CCCCN(Cc1cccs1)S(=O)(=O)c1cc(-c2cc(C)no2)ccc1C
  ?, -15.6%
Cc1oc2cc(OC(=O)C(C)(C)C)ccc2c(=O)c1-c1ccccc1
  -5.5%, 8.5%
CCc1ccc(-c2nc(CN3CCCC(C(=O)N4CCN(c5cc(Cl)ccc5C)CC4)C3)c(C)o2)cc1 (stereo not drawn)
  ?, ?
O=C(Cc1ccc2ccccc2c1)NCCc1ccccn1
  -1.0%, 1.1%
CCOC(=O)C1=C(CN2CCN(c3ccc(OC)cc3)CC2)NC(=O)NC1c1ccc(Cl)cc1 (stereo not drawn)
  ?, ?
CC(=O)c1cccc(NC(=O)CSc2nc(=O)n(Cc3ccco3)c3c2CCC3)c1
  -24.7%, -18.3%
COc1ccccc1-c1nc(SCC(=O)Nc2ccc(C)c(C)c2)n[nH]1
  -0.2%[57.5 µM], -20.8%[57.5 µM]
COc1ccc(NC(=O)c2ccc3c(=O)n4nc(Nc5cccc(Cl)c5C)sc4nc3c2)cc1
  ?, 9.9%
CCOC(=O)c1c(C)[nH]c(C)c1S(=O)(=O)N(C)CC(=O)Nc1ccc(CC)cc1
  1.0%, -13.8%
CCCC1CC(C(=O)NC(C(C)O)C2OC(SC)C(O)C(O)C2O)N(C)C1 (stereo not drawn)
  4.8%, -6.1%
O=C(CCSc1nc2ccccc2s1)Nc1ccc(F)cc1
  -6.2%, -2.5%
Cc1cc(C)cc(NC(=O)CSc2nc(=O)[nH]c3c2CCC3)c1
  -23.2%, -4.2%
CCN(CC(=O)NCc1cccs1)C(=O)C1CC(=O)N(c2cc(Cl)ccc2OC)C1 (stereo not drawn)
  -0.5%, 4.6%
CC(C)CCn1c(SC(C)C)nc2c1c(=O)[nH]c(=O)n2C
  -12.7%, -7.6%
C=CC[N+](C)(C)Cc1cccc2ccccc12
  0.5%, 3.9%
CN1CCN(S(=O)(=O)c2ccc(NC(=O)Cn3cnc4ccccc4c3=O)cc2)CC1
  0.3%, 3.2%
c1csc(CNCCN2CCCC2)c1
  3.2%, -14.4%
COc1ccc(OC(=O)c2cc(-c3ccc4c(c3)OCCO4)on2)cc1
  5.6%, -1.9%
Cc1cccc(OCC(O)CNC23CC4CC(CC(C4)C2)C3)c1 (stereo not drawn)
  -4.0%, 2.3%
O=C(CCNC(=O)C1CCCC1)NC1CCCC1
  0.8%, -4.8%
CCOC(=O)C1CCN(C(=O)CCC(=O)NCCC2=CCCCC2)CC1
  5.7%, 1.1%
CC(NC(=O)/C(C#N)=C\c1cccc(Oc2ccccc2)c1)c1ccccc1 (stereo not drawn)
  5.5%, 3.3%
CCc1cccc(NC(=O)CSc2ncccc2C(=O)Oc2ccccc2Cl)c1
  15.6%, 3.1%
CCOC(=O)c1c(C)[nH]c(C)c1S(=O)(=O)N1CCCC(C(=O)NCc2ccc(Cl)cc2)C1 (stereo not drawn)
  3.8%, -6.1%
COc1cccc2c1ncc1c(-c3ccc(C)cc3)nn(-c3ccc(F)cc3)c12
  -2.8%, 21.7%
CC(=O)c1ccc(NS(=O)(=O)c2ccc3[nH]c(=O)[nH]c3c2)cc1
  60.8%[activator], 34.3%[activator]
